Compound activity deposited in PubChem by several laboratories.
Furin inh: human furin inhibition; P09958; purified furin, fluorogenic substrate cleavage; inhibition, % at 30 µM; hit rate 0.061% among 220,000; AID 463115; in the data active means inhibition above about 25%; further: inactives centre near -15
p97 inhibitor: blocks human p97 ATPase activity; hit rate 0.42% among 220,000; inhibition, % at 8 µM; P55072; recombinant p97 ATPase, Kinase-Glo ATP luminescence, 3 h; in the data active means inhibition above about 15%;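 further: 0% = DMSO vehicle and 100% = wells lacking enzyme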
BaF3 parental: reduces parental Ba/F3 cell viability, JAK2V617F counter-screen. CellTiter-Glo ATP luminescence. inhibition, % at 5.6 µM. hit rate 1.1% among 220,000. AID 1486;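 active means inhibition above a per-campaign cutoff, the mean inhibition of all tested compounds plus 3 SD, cut at about 27% in these data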;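 further: 0% = DMSO wells and 100% = JAK Inhibitor I control wells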
Ba/F3 V617F tox: lowers viability of Ba/F3 cells expressing EpoR and JAK2V617F; ATP luminescence; inhibition, % at 5.6 µM; hit rate 1.1% among 220,000;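 active means inhibition above the campaign mean plus 3 SD over all tested compounds, cut at about 24% in these data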;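 further: cytokine-independent growth of Ba/F3 cells driven by EpoR plus mutant JAK2; 0% = DMSO-treated cells and 100% = JAK inhibitor I control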
PPC-1+TRAIL kill: kills PPC-1 cancer cells in the presence of TRAIL | PPC-1 cells + TRAIL, ATPLite viability luminescence | cell killing (% activity), % at 4 µM | hit rate 0.41% among 220,000 | AID 1443;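 active means cell killing above 50% in the first pass at 4 µM, then a duplicate retest at 5 µM averaging 50% or more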;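 further: plate controls were cells with TRAIL plus DMSO for no effect and medium-only wells lacking cells for full effect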
p47phox inh: p47phox (human) inhibition. hit rate 0.53% among 220,000. inhibition, % at 24.7 µM. AID 1274. p47phox/p22phox peptide binding, fluorescence polarization, 2 h;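 active means inhibition above about 30%, limit read from the data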;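 further: 0% = p47phox with labelled peptide and 100% = labelled peptide alone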
Target sequence (P14598 whole entry, looked up): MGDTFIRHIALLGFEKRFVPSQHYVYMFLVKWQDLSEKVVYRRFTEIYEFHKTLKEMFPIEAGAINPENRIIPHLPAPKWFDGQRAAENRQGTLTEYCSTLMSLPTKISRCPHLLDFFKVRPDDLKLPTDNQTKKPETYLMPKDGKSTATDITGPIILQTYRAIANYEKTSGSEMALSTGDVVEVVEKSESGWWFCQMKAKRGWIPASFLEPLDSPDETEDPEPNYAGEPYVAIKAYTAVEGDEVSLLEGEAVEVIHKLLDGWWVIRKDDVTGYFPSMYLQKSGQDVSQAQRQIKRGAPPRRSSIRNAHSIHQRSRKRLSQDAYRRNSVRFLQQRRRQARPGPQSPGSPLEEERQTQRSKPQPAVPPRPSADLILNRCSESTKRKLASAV
Tb hexokinase: blocks Trypanosoma brucei hexokinase 1 activity | hit rate 0.11% among 220,000 | inhibition, % at 10 µM | AID 1430 | recombinant TbHK1, G6PDH-coupled NADH A340;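 active means inhibition of 50% or more in the single-dose primary screen; inactive means inhibition below 50%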
PGE2 EP2 inh: EP2 receptor (human) inhibition; P43116; C6 glioma cells expressing human EP2, cAMP TR-FRET; cells stimulated with saturating PGE2; inhibition, % at 25 µM; hit rate 0.52% among 260,000;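 active means percent inhibition above 40 after rounding to a whole number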;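 further: rat C6 glioma host cells with rolipram phosphodiesterase inhibitor present; the protocol text gives 20 µM as final concentration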
Target sequence (P43116 whole entry, looked up): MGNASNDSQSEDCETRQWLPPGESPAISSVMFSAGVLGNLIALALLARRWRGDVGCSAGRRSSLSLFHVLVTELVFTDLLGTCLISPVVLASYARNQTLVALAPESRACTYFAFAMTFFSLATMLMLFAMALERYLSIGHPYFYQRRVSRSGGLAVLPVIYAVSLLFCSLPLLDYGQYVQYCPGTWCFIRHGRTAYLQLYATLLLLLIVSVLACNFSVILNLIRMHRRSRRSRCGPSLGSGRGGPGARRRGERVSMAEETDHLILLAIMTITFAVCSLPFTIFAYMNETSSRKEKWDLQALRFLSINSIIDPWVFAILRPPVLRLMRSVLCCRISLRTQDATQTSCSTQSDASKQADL
RBBP9 inh: human RBBP9 hydrolase inhibition; O75884; recombinant RBBP9, FP-Rh probe fluorescence polarization; inhibition, % at 7.94 µM; hit rate 0.2% among 220,000;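 active means inhibition above the campaign mean of all tested compounds plus 3 SD, cut at about 14% in these data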;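 further: plate controls were DMSO wells with RBBP9 for no effect and wells lacking RBBP9 protein for full effect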
Target sequence (O75884 whole entry, looked up): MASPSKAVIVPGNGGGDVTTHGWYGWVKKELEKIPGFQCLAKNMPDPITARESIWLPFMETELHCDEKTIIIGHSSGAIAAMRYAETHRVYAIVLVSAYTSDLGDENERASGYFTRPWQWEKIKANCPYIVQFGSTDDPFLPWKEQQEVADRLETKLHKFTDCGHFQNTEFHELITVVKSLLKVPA
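System: RBBP9 protein / Buffer or medium: Tris/NaCl buffer pH 8.0 with 0.1% Pluronic / Probe or stimulus: Serine-hydrolase probe FP-Rh, 375 nM pre-mixing / Dosing: 7.94 µM single dose, 0.794% DMSO / Times: enzyme-compound preincubation 30 min, then probe labeling 45 min, 25 °C / Technique: fluorescence polarization (mP), excitation 525 nm, emission 598 nm / Replication: singlicate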
* marks the source's active call; other numbers are inactive results; · = not tested or not shown; & = joins results of further samples; [ ] = remark or other dose. This is a subset; the hit share may differ from the screen's.

mol,Furin inh,p97 inhibitor,BaF3 parental,Ba/F3 V617F tox,PPC-1+TRAIL kill,p47phox inh,Tb hexokinase,PGE2 EP2 inh,RBBP9 inh
Clc1ccc(Oc2cnns2)cc1Cl,-17[20 µM],2,3,-4,1,6,0,14,-8
CNC(=O)CSc1nnnn1-c1ccc2c(c1)OCCO2,-24[20 µM],4,2,-3,20,-2,4,12&4,-3
Cc1cc(C)c2nc(Cl)c(C3NC(=O)c4ccccc4N3)cc2c1 (stereo unspecified),-15,4,5,-1,6,6,-4,10,0
CCC(C)C(NC(=O)C1CCC(C)CC1)C(=O)NCc1cccnc1 (stereo unspecified),29*[20 µM],3,0,-4,10,-12,2,4,-2
O=C(NC(=S)NNC(=O)[C@H]1C[C@@H]1c1ccccc1)c1ccc(F)cc1,-2,10,5,-4,-6,-10,-11,9,12
COc1ccc([N+](=O)[O-])cc1NC(=O)CSc1ncccn1,-18,-1,3,2,7,-3,-4,8,-2
COc1ccc(NC(=O)c2c3c(nc4ccccc24)CCC3)cc1S(=O)(=O)N1CCOCC1,-13,4,1,1,-11,6,-7,8,-4
COc1cc([N+](=O)[O-])ccc1NC(=O)C[n+]1ccccc1C,13[20 µM],-5,7,4,4,-13,-16,1,-8
N=c1c2c3c(sc2ncn1N)CCC3,-27,6,-1,-5,-1,-9,-16,10,2
Cc1ccc(/C=N/n2c(-c3cccs3)n[nH]c2=S)cc1,-16[20 µM],-2,4,0,16,-9,2,9,-9
COc1ccc(NC(=O)Cn2nnc(C(=O)NCCc3ccc(OC)c(OC)c3)c2N)cc1,-21[20 µM],1,7,-2,6,4,-3,16,0
Cc1cc(NCCN2CCOCC2)n2c(nc3ccccc32)c1C#N,-17[20 µM],-1,8,3,-18,-11,-3,12,-11
CCOC(=O)CNC(=O)C(CO)NC(=O)OCc1ccccc1 (stereo unspecified),-10,0,1,-5,25,-12,3,11,-2
CCOC(=O)C1CCN(C(=O)COc2ccc(N(C)S(=O)(=O)c3ccc(OCC)cc3)cc2)CC1,-6,-2,3,-1,25,-5,-7,4,14
O=C(Cn1c(=O)oc2cc(S(=O)(=O)N3CCCC3)ccc21)NCc1ccccn1,0,-4,2,2,13,-10,9,12,-10
CCc1ccc2oc(-c3cc(N)cc(C)c3O)nc2c1,-20[20 µM],-5,5,22,8,-25,-4,8,9
CC(=O)CCN1CCOCC1,-12[20 µM],2,2,0,15,2,-5,4,-2
Nc1ncc(Br)cc1Br,-26,2,5,0,5,-10,-8,3,-8
c1ccc(Oc2cc(-n3cncn3)ncn2)cc1,-22,4,7,-1,20,-6,2,2,-4
CC(c1ccccc1)C1CC(=O)N(c2cc(Cl)ccn2)C1=O (stereo unspecified),-12,4,-1,0,-24,-10,-8,8,0
Cc1n[nH]c(C)c1S(=O)(=O)Nc1ccc2c(c1)OCCO2,-14[20 µM],2,-4,0,27,-3,-3,10,0
Cc1ccc(NC(=O)COC(=O)CNC(=O)c2cccc([N+](=O)[O-])c2)cc1S(=O)(=O)N1CCCCCC1,-4,1,3,-3,-5,-13,26,3,-7
CCN(CC(=O)NC1CCS(=O)(=O)C1)S(=O)(=O)c1ccc2ccccc2c1 (stereo unspecified),-28,1,2,-2,10,-8,9,9,-6
Cn1c(CN2CCN(CC#N)CC2)c(C#N)c2ccccc21,-20[20 µM],0,1,-3,-8,-5,2,35,-7
COC(=O)Nc1ccc(S(=O)(=O)N2c3ccccc3CCC2C)cc1 (stereo unspecified),-11,3,41*,57*,17,-20,-2,12,-5

4 compounds from above with just Ba/F3 V617F tox and p97 inhibitor:
SMILES | Ba/F3 V617F tox | p97 inhibitor
CC(c1ccccc1)C1CC(=O)N(c2cc(Cl)ccn2)C1=O (stereo unspecified) | 0 | 4
Cc1n[nH]c(C)c1S(=O)(=O)Nc1ccc2c(c1)OCCO2 | 0 | 2
Cc1ccc(NC(=O)COC(=O)CNC(=O)c2cccc([N+](=O)[O-])c2)cc1S(=O)(=O)N1CCCCCC1 | -3 | 1
CCN(CC(=O)NC1CCS(=O)(=O)C1)S(=O)(=O)c1ccc2ccccc2c1 (stereo unspecified) | -2 | 1

Next entries
mol,Furin inh,p97 inhibitor,BaF3 parental,Ba/F3 V617F tox,PPC-1+TRAIL kill,p47phox inh,Tb hexokinase,PGE2 EP2 inh,RBBP9 inh
Cc1ccc(-c2cc(-c3n[nH]c(=S)o3)c3ccccc3n2)cc1,-4,1,6,4,33,-29,19,19,-8
CCNC(=O)Cn1c(=O)c(=O)n(Cc2ccccc2)c2ccc(Cl)cc21,-16,-3,7,0,-2,-6,-16,7,2
Cc1ccc(C(=O)C2CCN(CC(=O)Nc3nc(C)cs3)CC2)cc1,-9[20 µM],0,2,3,11,-9,-2,4&5,-1
CCOC(=O)c1cc(-c2cccc([N+](=O)[O-])c2)on1,-29,3,7,-1,13,-4,-6,10,-6
COc1cc(C2c3c(oc4cc(C)c(C)cc4c3=O)C(=O)N2c2cc(C)ccn2)ccc1O (stereo unspecified),-22,5,8,-1,18,8,-35,3,-10
CNC(=O)c1ccc(CNC(=O)OCc2ccccc2)cc1,-20,1,3,-3,21,-3,3,6,1
COc1ccc(-c2cc(=O)oc3cc(OCc4nn[nH]n4)ccc23)cc1,-6,5,2,-1,2,-8,-28,15,1
C=C(C)CNC(=S)NNC(=O)c1cc(C)oc1C,-15,0,1,0,8,-9,1,7,-5
O=C(Nc1ccc(F)cc1)C1=CC(=O)N2CCN=C2S1,-11,5,-1,1,6,0,-12,3,4
COc1ccc(CCNC(=O)C2CCCN(S(C)(=O)=O)C2)cc1OC (stereo unspecified),-14[20 µM],3,5,2,10,6,-5,2,-5
COc1ccc2nc(C)cc(SCC(=O)NNC(=O)COc3ccccc3)c2c1,-18[20 µM],15*,1,-4,7,-7,-14,·,-5
CCOc1ccc(Br)cc1S(=O)(=O)Nc1cccc(S(=O)(=O)N(C)c2ccccc2)c1,8,-10,3,5,5,-3,2,3,-16
O=C1C=CC(=O)N1c1ccc(Sc2ccc([N+](=O)[O-])cc2)cc1,-21,8,-6,0,6,-6,-6,15,2
C=CCNC(=O)c1c(C(F)(F)F)nn(C)c1Cl,-28,6,2,-3,1,-2,1,8,-6
COc1ccc(OCCNC(=S)Nc2cccc3ccccc23)cc1,-11[20 µM],-7,6,3,1,0,6,3,-6
CCC1CCCCN1S(=O)(=O)Cc1ccccc1Cl (stereo unspecified),-16,2,9,3,-7,-1,-4,4,-3
CCOC(=O)c1ccc(NC(=O)C(=O)NCc2ccco2)cc1,-16,0,4,-2,18,0,-4,3,-4
Cc1ccc(C)c(N2N=C(C(=O)Nc3ccc(S(=O)(=O)N4CCCC4)cc3)CCC2=O)c1,-21,3,-4,0,18,-12,-18,2,-1
CCOC(=O)CCC(NC(=O)CCCCCCCC(=O)NC(CCC(=O)OCC)C(=O)OCC)C(=O)OCC (stereo unspecified),-16,-4,0,0,-16,-6,19,3,-5
CC(C)Cc1ccc(C(C)C(=O)Nc2ncccn2)cc1 (stereo unspecified),-35,-1,5,3,20,-13,0,8,-3
CCOC(=O)c1ccc(COC(=O)c2cc3ccccc3oc2=O)o1,-11[20 µM],-5,2,0,-4,-5,-20,24,-9
S=C(NCCN1CCOCC1)NC1CCCCC1,-17,-4,4,0,5,-3,7,12,-5
C=CCn1c(-c2sc3nc(C)cc(C)c3c2N)n[nH]c1=S,5,-1,2,3,3,-10,5,4,-1
O=C(NCc1ccccc1)Nc1cccn(Cc2ccccc2F)c1=O,-18,4,2,0,9,-22,15,8,-7
CCOC(=O)N1CCN(C(=O)C2CCN(S(=O)(=O)N3CCCC3)CC2)CC1,-25,3,-2,-5,19,-8,58*,7,5
COc1cc(C2CC(=O)OC3=C2C(=O)CC(C)(C)C3)cc(OC)c1OC (stereo unspecified),-18,2,1,4,16,0,9,0,-4
COc1cc2nc(CCc3ccccc3)oc(=O)c2cc1OC,-25,5,10,3,17,1,16,5,-2
COc1ccc(CC(=O)OCn2nnc3ccccc3c2=O)cc1,-25[20 µM],2,5,0,21,-7,1,9,-8
Cn1c(=O)cc(OCCCC(=O)NCCN2CCN(c3ccccc3F)CC2)c2ccccc21,-13,-8,3,0,-8,14,-14,14,-11
CC(C)CC(=O)n1sc(NC(=O)c2ccccc2)nc1=O,-22[20 µM],2,0,0,4,-6,-6,7,-5
CCOC(=O)C1=NN(c2ccccc2)C(=O)/C1=C\c1ccc(N(C)C)cc1,-23,-2,0,-5,12,18,-9,16,1
O=C(/C=C/c1ccccc1Cl)Nc1ccccc1,-5,4,0,-2,36,-4,-17,7,-5
CCn1c(SCC(=O)c2ccc(Cl)cc2)nnc1C(C)C,-8,2,6,1,4,-9,23,10,-1
O=C(CCC(=O)Nc1ccccc1Cl)N/N=C/c1c[nH]c2ccccc12,-7,-3,8,2,25,5,-1,15,1
COc1cccc2sc(Nc3nnc(-c4cccs4)o3)nc12,-13,7,10,11,26,-19,-24,10,-5
Cc1cccc(-c2c3c(=O)n(C)c(=O)n(C)c3cn2CCO)c1,-25,-1,6,1,17,11,-7,5,-4
CN1CCN(Cc2nc3c(c(=O)[nH]c(=O)n3C)n2CCc2ccccc2)CC1,-12,3,3,-3,·,-19,0,10,-2
CCOC(=O)c1nnn(CC(=O)N2N=C(c3cccc4ccccc34)CC2c2ccccc2)c1C(=O)OCC (stereo unspecified),-34[20 µM],2,-2,-3,6,-19,-17,15,-3
Cn1c(=O)n(Cc2ccccc2)c(=O)c2c1nc1n2CCCN1Cc1ccccc1,-10,-1,7,-1,19,2,-2,8,-12
O=C(CSc1nnc(-c2ccco2)n1Cc1ccco1)N1CCOCC1,-18,7,1,-1,7,0,-5,7,-4
O=C(COc1ccccc1[N+](=O)[O-])N/N=C/c1ccccn1,-3,4,2,-4,12,-18,-12,5,-13
Cc1sc2nc(CN3CCN(c4ccc(O)cc4)CC3)[nH]c(=O)c2c1C,-20,6,3,-5,11,4,-5,3,11
O=C(NCc1cccc2ccccc12)Nc1ccccc1,-19,14,-1,-3,10,-12,-1,10,-4
O=C(CCN1c2ccccc2Sc2ccccc21)OCc1nnc(-c2ccccc2)o1,-8,-4,3,-1,6,-16,-3,10,2
O=C(NCc1ccco1)c1ccc(S(=O)(=O)N2CCCCC2)cc1,3,3,6,3,·,0,8,3,-3
Cc1ccc(S(=O)(=O)NN2C(=O)c3ccccc3NC2C)cc1 (stereo unspecified),-29,3,4,-2,6,-8,-4,6,-7
COc1ccc(-c2cc(CNC(C)=O)on2)cc1,-1[20 µM],-6,5,4,0,-4,-3,12,-11
Oc1ccccc1/C=N/n1cnn(Cc2ccccc2Cl)c1=S,-12,0,7,-1,5,-4,-11,6,-7
O=C(c1cc2c(s1)CCCC2)N1CCN(C(=O)C2CCCO2)CC1 (stereo unspecified),-19[20 µM],6,2,-3,6,-13,-2,3,0
CCN(CC)CCOc1nc(C)nc2c1oc1ccccc12,-24,3,6,-5,2,0,-2,7,-4
CCN1C(=O)/C(=C2/Sc3ccc(OC)cc3N2C)SC1=Nc1ccc(C(C)=O)cc1,-12[20 µM],3,1,-2,·,·,-3,·,-7
